# CRFBP-R2 agonist = agonists of CRF-BP/CRF-R2 complex, primary screen, cell-based, HEK293, calcium dye fluorescence, uHTS | calcium dye fluorescence (FLIPR); percent of saturating CRF peptide response | 0.46% of 350,000 active | activation, % at 13.2 µM | CRF-binding protein / CRF receptor 2 complex (human);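 active = activation of at least 50%, plus an integration ratio under a set limit after plate pattern correction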;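 note: plate controls were neutral control wells without compound for no effect and CRF at EC100 for full effect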
# M4 PAM = human M4 muscarinic receptor positive allosteric modulators, primary screen, CHO-K1 cells, Fluo-8 calcium fluorescence; CHO-K1 hM4/Gqi5, ACh EC20; 0% = ACh EC20, 100% = maximal ACh; 0.4% of 360,000 active; activation, % at 3 µM;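 active = activation above its plate's cutoff, the mean activation of sample wells plus 3 SD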; note: some results filed as inactive read as strong as hits
# CRFR2-BP antag = antagonists of CRF-BP/CRF-R2 complex, primary screen, cell-based, HEK293, calcium dye fluorescence, uHTS; AID 588475, 2011; 0.59% of 350,000 active; inhibition, % at 11.8 µM; CRF-induced calcium fluorescence;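 active = inhibition of the ligand-induced calcium signal above about 50% at the single tested concentration, limit read from the data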
# TAAR1 agonist = human TAAR1 agonists, primary screen, Fluo-8 calcium fluorescence, CHO RD-HGA16 cells; activation, % at 3 µM; 0.99% of 360,000 active; AID 624467, 2012; Trace amine-associated receptor 1 (Homo sapiens), Q96RJ0; vehicle wells 0%, saturating PEA agonist 100%;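 active = activation above the mean activation of all test compounds in the run plus 3 SD, cut at about 38% in these data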
# Target sequence (Q96RJ0 whole entry, looked up): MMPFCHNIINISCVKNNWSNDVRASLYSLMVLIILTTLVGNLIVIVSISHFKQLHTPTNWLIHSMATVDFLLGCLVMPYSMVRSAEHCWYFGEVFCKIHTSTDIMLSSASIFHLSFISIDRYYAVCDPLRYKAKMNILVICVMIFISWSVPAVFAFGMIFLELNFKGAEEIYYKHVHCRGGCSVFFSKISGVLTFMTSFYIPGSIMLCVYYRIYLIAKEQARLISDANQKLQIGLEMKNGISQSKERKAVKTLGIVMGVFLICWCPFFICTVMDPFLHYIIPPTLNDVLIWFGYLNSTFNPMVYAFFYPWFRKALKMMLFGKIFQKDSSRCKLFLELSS
#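 Signal – calcium-sensitive Fluo-8 signal, excitation 470-495, emission 515-575 nm · System – RD-HGA16 (CHO) cells co-expressing Gα16 and hTAAR1 · Incubation – 17-24 h seeding, 75 min 37 °C dye, 30 min RT · Compound dosing – 3 µM single concentration · Repeats – no replicates (n 1)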
# M5 ag = human M5 muscarinic receptor agonists, primary screen, CHO-K1 cells, Fluo-8 calcium fluorescence; activation, % at 3 µM; 0.19% of 360,000 active; CHO-K1 hM5 cells; 0% DMSO wells, 100% maximal acetylcholine response; AID 624037, 2012;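 active = activation above the run's mean over test compounds plus 3 SD, cut at about 23% in these data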;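 note: signal is peak over basal fluorescence ratio across the kinetic read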
# Target sequence (P08912 whole entry, looked up): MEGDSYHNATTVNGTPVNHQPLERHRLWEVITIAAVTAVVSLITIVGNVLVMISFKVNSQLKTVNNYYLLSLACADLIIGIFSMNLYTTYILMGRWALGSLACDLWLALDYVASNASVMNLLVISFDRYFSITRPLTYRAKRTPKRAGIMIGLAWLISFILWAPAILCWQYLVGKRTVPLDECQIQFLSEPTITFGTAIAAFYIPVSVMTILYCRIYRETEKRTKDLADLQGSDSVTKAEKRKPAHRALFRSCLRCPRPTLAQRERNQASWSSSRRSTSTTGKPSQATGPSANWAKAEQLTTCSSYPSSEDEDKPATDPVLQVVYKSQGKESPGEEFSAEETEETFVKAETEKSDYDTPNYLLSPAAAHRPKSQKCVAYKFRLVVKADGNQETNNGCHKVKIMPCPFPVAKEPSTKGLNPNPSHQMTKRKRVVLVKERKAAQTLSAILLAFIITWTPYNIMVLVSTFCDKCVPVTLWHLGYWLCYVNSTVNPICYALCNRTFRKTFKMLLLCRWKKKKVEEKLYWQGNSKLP
# CHRM5 PAM = human M5 muscarinic receptor positive allosteric modulators, primary screen, CHO-K1 cells, Fluo-8 calcium fluorescence. AID 624038, 2012. Muscarinic acetylcholine receptor M5 (Homo sapiens), P08912. CHO-K1 hM5, ACh EC20 PAM; 0% = ACh EC20, 100% = ACh EC100. 0.3% of 360,000 active. activation, % at 3 µM;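 active = activation above the run cutoff, the mean activation of all test compounds plus 3 SD, cut at about 18% in these data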
#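 System: CHO-K1 cell line with stable human muscarinic M5 receptor expression | Also added: EC20 acetylcholine as agonist stimulus | Compound: One concentration, 3 µM final (nominal) | Timing: Fluo-8 loading 80 min at 37 °C plus 30 min room temperature | Measured by: Fluo-8 calcium dye fluorescence, kinetic read | Read-out basis: % activation, ACh-normalized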
# M5 antag = human M5 muscarinic receptor antagonists, primary screen, CHO cells, Fluo-8 calcium fluorescence. Muscarinic acetylcholine receptor M5 (Homo sapiens), P08912. CHO-hM5 cells, ACh EC80. inhibition, % at 3 µM. 0.59% of 360,000 active;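 active = inhibition above a per-plate cutoff, the mean of that plate's test compounds plus 3 SD, cut at about 27% in these data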;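 note: 0% = acetylcholine EC80 with DMSO and 100% = DMSO without agonist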
# TAAR1 antag = human TAAR1 antagonists, primary screen, Fluo-8 calcium fluorescence, CHO RD-HGA16 cells | Trace amine-associated receptor 1 (Homo sapiens), Q96RJ0 | antagonist | inhibition, % at 3 µM | 1.5% of 360,000 active | AID 624466, 2012;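 active = inhibition above a per-plate cutoff, the mean inhibition of test compounds on that plate plus 3 SD, cut at about 49% in these data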;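 note: 0% = DMSO plus EC80 beta-PEA response and 100% = DMSO alone without agonist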
#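 Material: RD-HGA16 CHO cells with stable hTAAR1 and Gα16; Dosing: single nominal final test compound concentration of 3 µM; Schedule: seeding 17-24 h prior, 75-min 37 °C, 30-min RT dye loading; Detection: kinetic Fluo-8 calcium fluorescence measurement; Measure: % inhibition from peak post-agonist over basal fluorescence ratio; Benchmarks: vehicle and agonist controls.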
# M1 PAM parental = nonselective calcium activators in parental CHO-K1 cells, primary screen, counter-screen for M1 PAM project, cell-based, Fluo-8 calcium fluorescence, full deck, 1536-well. ATP EC20; 0% at ATP EC20, 100% at ATP max. activation, % at 3 µM. 0.02% of 360,000 active;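 active = activation above the run cutoff, the mean activation of all test compounds plus 3 SD, cut at about 40% in these data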;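 note: peak over basal fluorescence ratio in a 140 s read after ATP addition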
# Numbers without * were called inactive; · = not tested or not shown.
# Preview, four compounds:
SMILES,CRFBP-R2 agonist,M4 PAM,CRFR2-BP antag,TAAR1 agonist,M5 ag,CHRM5 PAM,M5 antag,TAAR1 antag,M1 PAM parental
CC(=O)N1c2ccccc2N=C(c2ccc3c(c2)OCO3)C1C(=O)NCc1ccccc1 (stereo not drawn),·,1,·,5,3,-9,11,7,·
Cc1oc(-c2ccccc2)cc1C(=O)Nc1cccc(/C=C\C(=O)O)c1,-0.1,-6,-18,9,-5,-4,0,14,18
CC(=O)c1sccc1NC(=O)c1ccccc1C(=O)O,0.6,-1,-7,18,2,-1,4,2,-9
CS(=O)(=O)N1CCc2cc(S(=O)(=O)NCCNS(=O)(=O)c3ccc4c(c3)CCN4S(C)(=O)=O)ccc21,-1.1,-1,10,7,1,3,7,0,20

# Main list, from the start:
SMILES,CRFBP-R2 agonist,M4 PAM,CRFR2-BP antag,TAAR1 agonist,M5 ag,CHRM5 PAM,M5 antag,TAAR1 antag,M1 PAM parental
CC(=O)N1c2ccccc2N=C(c2ccc3c(c2)OCO3)C1C(=O)NCc1ccccc1 (stereo not drawn),·,1,·,5,3,-9,11,7,·
Cc1oc(-c2ccccc2)cc1C(=O)Nc1cccc(/C=C\C(=O)O)c1,-0.1,-6,-18,9,-5,-4,0,14,18
CC(=O)c1sccc1NC(=O)c1ccccc1C(=O)O,0.6,-1,-7,18,2,-1,4,2,-9
CS(=O)(=O)N1CCc2cc(S(=O)(=O)NCCNS(=O)(=O)c3ccc4c(c3)CCN4S(C)(=O)=O)ccc21,-1.1,-1,10,7,1,3,7,0,20
O=C(NS(=O)(=O)Oc1ccccc1F)OC[C@@H]1CCCN2CCCCC12 (stereo partly drawn),0.9,-5,3,0,-7,4,8,-11,1
O=C(CSc1ccc2nnc(-c3ccccn3)n2n1)NCC1CCCO1 (stereo not drawn),0.7,0,-7,2,4,0,-4,5,-1
COc1cccc(Nc2nc(C(N)c3ccccc3)cs2)n1 (stereo not drawn),·,6,·,68*,5,3,1,25,11
COc1ccc(CNC(=O)C/C(C)=N/NC(=O)Cc2ccc(OC)cc2)cc1,1.1,6,-1,6,-1,1,1,-14,12
Cc1cccc(C(=O)NCCC(=O)Nc2ccc(F)c([N+](=O)[O-])c2)c1,-0.7,-14,2,1,-2,-2,15,-6,0
c1ccc(-c2cc(-c3nc4ccccc4[nH]3)c3ccccc3n2)cc1,1.0,-17,-47,16,0,-18,29*,83*,15
COc1ccc(/C=N/NC(=O)c2cccc(Br)c2)cc1CSc1ccccn1,1.5,-5,6,-1,-4,-12,5,9,20
CSCCCNC(=S)N1CCc2ccccc2C1,-1.5,6,13,11,-4,-1,14,15,6
COc1cc(OC)cc(OCC(O)Cn2cnc3cc(C)c(C)cc32)c1 (stereo not drawn),0.5,-4,-3,3,5,-7,0,6,14
CCOc1ccc(NC(=O)C2CCN(c3nnnn3-c3ccccc3)CC2)cc1,-0.3,2,-10,2,1,3,0,-20,21
COc1ccccc1-n1cnnc1SCC(=O)N1CCOCC1,1.6,-2,-3,-4,-3,0,3,3,20
Cn1c(SCC(=O)N2CC(=O)Nc3ccccc32)nc2ccccc2c1=O,-0.6,-1,-2,1,3,-2,7,-8,19
COc1ccc(OC)c(S(=O)(=O)N/N=C(/C)c2c[nH]c3ccccc23)c1,0.4,8,2,7,-3,0,3,10,27
O=C(Nc1ccc(S(=O)(=O)Nc2nccs2)cc1)c1ccc(F)c(S(=O)(=O)N2CCOCC2)c1,2.9,-8,16,1,-6,-3,4,-1,7
Cc1ccc(C(=O)NCCNC(=O)COc2ccc(Cl)cc2)cn1,1.1,2,2,7,-1,5,-1,-8,5
C1=C(c2cccc3ccccc23)N2CCN=C2S1,2.2,2,-11,3,-13,-7,1,4,11
COc1cccc(N2C(=O)c3cccnc3C2O)c1 (stereo not drawn),4.6,0,20,0,-1,-1,3,10,9
Cc1ccc(C(=O)N2CC(=O)Nc3ccccc32)o1,-1.7,8,-1,7,-1,-3,-5,-4,16
CC(C)Cc1nc(SCc2cccnc2)c2c(=O)n(C)c(=O)n(C)c2n1,-2.2,-10,-11,-3,-10,3,-8,-8,-7
COc1ccccc1CNC(=O)Cn1cccc1C(=O)c1ccccc1,-2.1,-2,13,0,-5,0,-3,-11,4
Nc1nnnn1/N=C/c1cc(Cl)ccc1O,34,2,-17,1,0,-3,2,7,-6
O=C(N/N=C/c1ccco1)C1CC1c1ccccc1 (stereo not drawn),-1.1,-3,9,1,2,-2,7,-9,9
O=C(Nc1ccc(N2CCN(C(=O)c3ccccc3F)CC2)cc1)c1cncc(Br)c1,-5.7,3,-27,8,0,-1,-6,52*,14
CCCCNC(=O)N1CCOCCOCCN(C(=O)NCCCC)CCOCCOCC1,3.8,21,-5,4,-1,7,0,0,-3
Cc1csc2ncc(C(=O)Nc3ccc(C(F)(F)F)cc3)c(=O)n12,4.2,0,-19,0,2,-2,3,-15,15
CN(C(=O)c1ccc(NC(=O)Cc2cccc(NC(=O)C3CCCN(C(=O)C4CC4)C3)c2)cc1)C1CCCC1 (stereo not drawn),0.2,0,-6,5,5,-11,8,-6,7
O=C(Nc1cccc2ccccc12)NC1Cc2ccccc2C1,-0.5,-5,10,0,-5,-4,8,-20,14
O=C(O)c1cc(-c2ccncc2)nc2ccc(S(=O)(=O)N3CCOCC3)cc12,-1.8,2,16,6,4,-7,3,-6,-7
COc1ccc(NC(=O)C2C(c3ccccc3)C2(Cl)Cl)c(OC)c1 (stereo not drawn),-0.2,-2,9,3,-12,8,0,-25,17
CC(C)(C)C(=O)CC(=O)Nc1ccc(Cl)c(N)c1,-1.4,-2,9,10,1,-6,10,-4,-6
COCc1cc(C)n(CC(=O)Nc2ccc3c(c2)OCO3)c(=O)c1C#N,-0.3,10,9,0,-2,-4,-2,4,-7
CN(CC(=O)Nc1cccc(F)c1)C(=O)Cn1cnc2c1c(=O)n(C)c(=O)n2C,-0.2,4,6,0,3,4,0,-8,9
Cc1cc(OCC(=O)NC(C)(C)C)ccc1Cl,1.9,-2,-17,5,6,-5,4,7,11
COc1ccc(N(CC(=O)NCc2ccccc2)S(=O)(=O)c2c(C)noc2C)cc1,1.0,9,-29,1,1,13,-7,2,-5
O=C(Cc1n[nH]c(=O)c2ccccc12)OCC(=O)c1ccc(OC(F)F)cc1OC(F)F,0.8,-3,17,5,3,-8,6,-13,-13
CCOC(=O)C1=C(Nc2ccccc2)CC(C)(O)C(C(=O)OCC)C1c1ccccc1 (stereo not drawn),0.9,1,-26,0,-1,0,2,1,23

# Retrieved by compound from the list above (two):
SMILES,CRFBP-R2 agonist,M4 PAM,CRFR2-BP antag,TAAR1 agonist,M5 ag,CHRM5 PAM,M5 antag,TAAR1 antag,M1 PAM parental
COc1ccccc1CNC(=O)Cn1cccc1C(=O)c1ccccc1,-2.1,-2,13,0,-5,0,-3,-11,4
CN(CC(=O)Nc1cccc(F)c1)C(=O)Cn1cnc2c1c(=O)n(C)c(=O)n2C,-0.2,4,6,0,3,4,0,-8,9

# The list goes on:
SMILES,CRFBP-R2 agonist,M4 PAM,CRFR2-BP antag,TAAR1 agonist,M5 ag,CHRM5 PAM,M5 antag,TAAR1 antag,M1 PAM parental
CCCNC(=O)C1CC(=O)N(c2ccc(OCC(=O)Nc3cc(C)cc(C)c3)cc2)C1 (stereo not drawn),-2.1,10,-1,0,1,-3,2,3,3
COc1ccc(-n2c(Cc3cccn3C)nnc2SCC(=O)Nc2ccccc2OC)cc1,5.6,5,-2,5,2,-1,1,-35,-9
Cc1nc(SCC(=O)c2ccc(Cl)s2)c2oc3ccccc3c2n1,7.1,0,2,9,0,0,-1,-2,15
Cc1cccc(C(=O)Nc2ccc3c(c2)C(=O)NC3=O)c1,-0.9,-3,-16,3,0,-6,2,7,7
COc1ccc(C(=O)NC(=S)NCc2cccnc2)cc1[N+](=O)[O-],-7.8,2,4,-2,0,-2,-7,-13,18
Cc1ccc(NC(=O)CSc2nc3[nH]ncc3c(=O)[nH]2)c(C)c1,0.8,4,-5,1,2,-3,7,-12,8
Cc1ccc(NC(=O)C2C3CCC(O3)C2C(=O)O)c(Br)c1 (stereo not drawn),1.6,6,11,3,4,19*,-5,-13,13
COc1ccc(Br)cc1C(=O)N/N=C/c1cccnc1,0.1,-1,1,-1,-4,-3,6,-2,21
Cc1cc(C)c(OCCNCc2ccccc2)c(C)c1,-0.5,2,-10,10,8,2,2,0,23
C#CCOCCOCCOCCNc1nc(N2CCN(C(=O)[C@H](CCC(=O)O)n3cc(C(N)[C@H](C)CC)nn3)CC2)nc(N2CCN(C(=O)[C@H](Cc3ccc(O)cc3)n3cc(C(N)[C@H](C)CC)nn3)CC2)n1 (stereo partly drawn),0.4,15,0,·,3,2,-5,·,-19
Cn1c2ccc(CC(=O)O)cc2c2cc(CC(=O)O)ccc21,-0.9,3,-2,6,1,-6,0,-5,24
CCOC(=O)c1cc(C)n(CCCN2CCOCC2)c1C,3.2,-10,-13,3,-7,4,10,-15,-5
Cc1ccc(C)c(NC(=O)c2nc(-c3ccccc3)n(-c3ccccc3)n2)c1,-4.0,-3,45,9,-8,-50,5,31,12
CCn1c(SCC(=O)N2CCCC2)nnc1-c1ccc(S(=O)(=O)N2CCCCCC2)cc1,0.8,-7,-5,4,-1,-4,0,7,8
O=[N+]([O-])c1cccc(C2NCC(c3ccccc3Cl)c3c2[nH]c2ccccc32)c1 (stereo not drawn),1.1,-8,-27,14,-2,-7,12,15,15
CC(C)C(NC(=O)C1(NC(=O)OCc2ccccc2)CCCC1)C(=O)O (stereo not drawn),-1.5,5,7,5,3,-4,3,1,12
Cc1cc(N2C(=O)c3ccc(C(=O)NCc4ccccc4)cc3C2=O)no1,-1.4,1,14,1,2,-3,5,-2,3
CCC(=O)Nc1cccc(-c2cn3cccc(C)c3n2)c1,-1.7,5,-21,0,3,6,-4,-24,8
Cn1c(=O)c2cc(S(=O)(=O)NC(C(=O)Nc3cccnc3)c3ccccc3)ccc2n(C)c1=O (stereo not drawn),-1.4,-1,17,1,-1,-6,4,-3,12
COc1ccccc1Nc1cc(C(=O)NCc2cccnc2)c2ccccc2n1,-0.6,-29,-13,12,-2,-20,10,36,-5
CSCCC(NC(=O)c1ccccc1Cl)C(=O)N1CCC1 (stereo not drawn),0.2,-2,-7,-1,1,3,2,-4,15

# Bioassay records deposited in PubChem BioAssay by several laboratories.
